Screens: PubChem BioAssay, Vanderbilt High Throughput Screening Facility
GluA2 TARP mod: modulates AMPAR-stargazin complexes. HEK293 GluA2+stargazin, membrane potential dye (FDSS), glutamate EC50; hits were called plate by plate, in both directions. calls only at 30 µM. 40,000 compounds, 3.5% hits. AID 1259245;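 active means any of four per-well response measures lying three or more SD from its plate-wide compound average, in either direction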
Target sequence (O88602 whole entry, looked up): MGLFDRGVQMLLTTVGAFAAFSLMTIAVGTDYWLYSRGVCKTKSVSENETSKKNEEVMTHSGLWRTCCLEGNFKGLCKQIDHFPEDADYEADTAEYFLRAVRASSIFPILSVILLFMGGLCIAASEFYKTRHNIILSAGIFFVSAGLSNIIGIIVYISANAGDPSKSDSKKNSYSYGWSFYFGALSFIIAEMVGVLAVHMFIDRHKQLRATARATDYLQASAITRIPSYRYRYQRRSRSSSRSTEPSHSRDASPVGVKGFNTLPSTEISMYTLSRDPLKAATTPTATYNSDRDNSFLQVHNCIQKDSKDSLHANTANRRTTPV
Target sequence (P19491 whole entry, looked up): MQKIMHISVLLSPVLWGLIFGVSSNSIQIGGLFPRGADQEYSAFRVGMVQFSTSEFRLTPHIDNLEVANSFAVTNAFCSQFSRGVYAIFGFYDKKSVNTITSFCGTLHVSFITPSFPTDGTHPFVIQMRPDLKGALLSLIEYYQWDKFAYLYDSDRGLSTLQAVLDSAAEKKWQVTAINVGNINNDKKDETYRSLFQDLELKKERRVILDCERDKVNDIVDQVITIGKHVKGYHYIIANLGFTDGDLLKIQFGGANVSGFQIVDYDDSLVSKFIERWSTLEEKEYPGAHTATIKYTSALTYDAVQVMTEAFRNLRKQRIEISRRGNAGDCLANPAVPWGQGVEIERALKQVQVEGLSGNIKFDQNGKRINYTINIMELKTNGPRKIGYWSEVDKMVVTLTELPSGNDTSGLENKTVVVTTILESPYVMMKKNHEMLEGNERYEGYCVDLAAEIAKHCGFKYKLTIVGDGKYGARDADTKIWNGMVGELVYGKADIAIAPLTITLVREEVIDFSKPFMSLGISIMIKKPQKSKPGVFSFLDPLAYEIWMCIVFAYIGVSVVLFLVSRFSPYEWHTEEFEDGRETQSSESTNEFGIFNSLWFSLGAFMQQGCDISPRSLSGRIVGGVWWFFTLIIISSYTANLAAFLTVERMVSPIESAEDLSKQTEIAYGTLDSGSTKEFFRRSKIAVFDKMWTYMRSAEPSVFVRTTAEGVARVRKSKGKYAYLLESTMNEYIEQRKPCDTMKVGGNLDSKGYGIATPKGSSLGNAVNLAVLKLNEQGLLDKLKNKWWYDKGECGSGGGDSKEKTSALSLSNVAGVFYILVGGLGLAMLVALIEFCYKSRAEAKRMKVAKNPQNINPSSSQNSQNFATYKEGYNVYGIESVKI
GluA2 TARP mod agonism max-min: also measured in GluA2 TARP mod; calls as there; compound max-min signal; compound-alone response (agonism);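 unitless range of fluorescence divided by baseline over first 100 seconds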
GluA2 TARP mod glutamate slope: second read-out of GluA2 TARP mod, no call of its own (marks repeat the call); glutamate slope, % of max; measured here: glutamate response slope, % max;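 scaled per plate between vehicle wells and maximal 1 mM glutamate control wells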
Starred values were filed as active, the others as inactive; i = inactive; + = active, no number. An excerpt; count on the stated rates, not on these rows.

molecule,GluA2 TARP mod,GluA2 TARP mod agonism max-min,GluA2 TARP mod glutamate slope
CN(C)C(=O)N1CCN(S(=O)(=O)c2ccc3ccccc3c2)CC1,i,0.081,57
CC(C)c1ccc(S(=O)(=O)N2CCN(Cc3ccccc3F)CC2)cc1,i,0.076,39
COc1cccc(C(=O)NCC2CCN(C(C)C)CC2)c1,i,0.058,59
COc1ccc(-c2nnc(SCC(=O)Nc3cccc(C(C)=O)c3)n2N)cc1OC,i,0.051,56
O=C(/C=C/c1ccccc1)N(Cc1ccncc1)c1nc2ccc(F)cc2s1,i,0.1,59
CCOC(=O)N1CCN(C(c2ccccc2F)c2sc3nc(C)nn3c2O)CC1 (configuration not stated),i,0.045,36
Cc1ccccc1Cn1c(C2CC(=O)N(Cc3ccccc3)C2)nc2ccccc21 (configuration not stated),i,0.17,62
Cc1ccc(/C=C/S(=O)(=O)N2CCN(Cc3ccsc3)CC2)cc1,i,0.063,71
Cc1ccc(C)c(NC(=O)Cc2csc(NC(=O)c3ccc(=O)[nH]c3)n2)c1,i,0.056,34
O=C(C1CCCCN1S(=O)(=O)c1ccc(Cl)s1)N1CCOCC1 (configuration not stated),i,0.05,64
COc1cc(C(=O)Nc2ccc(N3CCN(C)CC3)cc2)cc(OC)c1OC,i,0.035,54
CCNc1cc(C)nc(NCCNS(=O)(=O)c2ccc(F)cc2F)n1,i,0.097,58
CCOC(=O)C1=C(C)NC(=O)NC1c1ccc(OC)c(Br)c1 (configuration not stated),i,0.13,66
COc1ccc(Cl)cc1NC(=O)CN1CCN(C(C)=O)CC1,i,0.084,70
COc1ccc(Cl)cc1NC(=O)CCCn1nc(-c2ccccc2)ccc1=O,i,0.11,71
COc1ccc(-n2nnnc2SC(C)C(=O)Nc2ccccc2)cc1 (configuration not stated),i,0.092,52
CCCCc1nc(C(N)=O)c2[nH]c(=O)n(-c3ccc4c(c3)OCO4)c2n1,i,0.043,49
COc1ccc(-c2noc(Cn3cnc4c(nnn4-c4ccccc4)c3=O)n2)cc1,i,0.1,69
CCOc1ccc(S(=O)(=O)CCN)cc1,i,0.029,41
COC(=O)N1CCC(CNC(=O)c2cc(C)cs2)CC1,i,0.087,67
O=C(Nc1nc(-c2cccc([N+](=O)[O-])c2)cs1)c1ccno1,i,0.16,63
Cc1ccc(S(=O)(=O)NCCCC(=O)O)c(C)c1N(C)S(=O)(=O)c1ccccc1,i,0.071,55
O=C(O)CCC(=O)N1N=C(c2cccs2)CC1c1ccc2nccnc2c1 (configuration not stated),i,0.16,51
CCOC(=O)C1CCCN(S(=O)(=O)CCNC(=O)c2cccc(OC)c2)C1 (configuration not stated),i,0.1,60
O=C(Nc1ccccc1C(F)(F)F)N1CCC(c2nc3ccccc3[nH]2)CC1,i,0.06,63
COc1ccc(/C=C2\Oc3cc(O)ccc3C2=O)c(OC)c1,i,0.12,53
O=C1N(Cc2cccc(C(F)(F)F)c2)C2CS(=O)(=O)CC2N1c1ccccc1 (configuration not stated),i,0.12,59
Cc1ccccc1NC(=O)c1ccc(S(=O)(=O)N2CC(C)CC(C)C2)cc1 (configuration not stated),i,0.09,71
COc1cc(/C=C2\SC(=S)N(c3ccc(Cl)cc3)C2=O)cc(OC)c1OC,i,0.066,34
O=C(Nc1nc(-c2ccc(Cl)cc2)cs1)C1CCCN1S(=O)(=O)c1cccs1 (configuration not stated),i,0.12,63

The results go on:
molecule,GluA2 TARP mod,GluA2 TARP mod agonism max-min,GluA2 TARP mod glutamate slope
O=C(Nc1cccnc1)c1ccc(S(=O)(=O)Nc2cccc(C(F)(F)F)c2)o1,i,0.11,45
O=S(=O)(c1cccs1)N1CCN(Cc2nnnn2-c2ccccc2)CC1,i,0.046,70
COCCn1c(=O)c2c(nc3n2CCCN3c2ccc(OC)cc2)n(C)c1=O,i,0.11,62
N#Cc1nc(-c2ccc(S(=O)(=O)N3CCc4ccccc4C3)cc2)oc1N1CCC(C(N)=O)CC1,i,0.14,71
CC(=O)N1CCN(c2ccnc3c2c(=O)n(Cc2ccccc2Cl)c(=O)n3C)CC1,i,0.11,76
COc1ccc(CCn2c(SCCC(C)C)nc3c2c(=O)[nH]c(=O)n3C)cc1,i,0.096,59
COC(=O)c1cc(Br)ccc1NC(=O)C(C)C,i,0.056,75
Cn1cccc(C(=O)N2CCC(CNC(=O)C3(c4cccs4)CCCC3)CC2)c1=O,i,0.078,47
CCOC(=O)N1CCN(C(=O)Cn2nc(-c3ccc(OC)c(OC)c3)ccc2=O)CC1,i,0.033,43
COc1ccc(CNC(=O)C2CCN(c3cc(Sc4cccc(F)c4)ncn3)CC2)cc1OC,i,0.093,52
CC(=O)c1ccc(NC(=O)c2cccc(S(=O)(=O)C(C)C)c2)cc1,i,0.068,58
O=C(Cc1cccs1)Nc1ccc(CC(=O)N2CCCC2)cc1,i,0.038,28
O=C(NCC(O)(c1ccco1)C1CC1)NC(c1ccccc1)c1ccccc1 (configuration not stated),i,0.065,76
O=C(c1cccc(Cl)c1)N(Cc1ccncc1)c1nc2c(F)cc(F)cc2s1,i,0.074,66
Cc1ccsc1C(=O)NC1(c2nc(-c3cnccn3)no2)CCCCC1,i,0.047,61
CN(C)S(=O)(=O)c1ccc(C(=O)Nc2ccc3c(c2)N(C(=O)C2CC2)CC3)cc1,i,0.16,52
CCOc1ccc(S(=O)(=O)Nc2cc(Cl)ccc2O)cc1C,i,0.14,45
CC1CCN(Cc2cc(Cl)c3cccnc3c2O)CC1,i,0.1,45
COc1ccc(OC)c(NC(=O)c2cc(-c3ccco3)nc3c2c(C)nn3C2CCS(=O)(=O)C2)c1 (configuration not stated),i,0.035,33
Cc1cc(C(=O)NCC2CCN(C(=O)Nc3ccc(F)cc3)CC2)c(C)o1,i,0.049,62
CCOc1ccccc1NC(=O)Cc1cc(-c2cccc(OC)c2)on1,i,0.062,62
C#CC1(OCC(O)CN2CCC(C(=O)OCC)CC2)CCCCC1 (configuration not stated),i,0.068,45
COc1ccc(-c2c(NC(=O)c3cccs3)sc3ccccc3c2=O)cc1,i,0.1,64
Cn1cccc1C(CNS(=O)(=O)c1ccc(F)cc1)N1CCOCC1 (configuration not stated),i,0.074,55
CCC(=O)Nc1sc2c(c1-c1nc3ccccc3s1)CCCC2,i,0.082,33
O=C(Cc1csc(NC(=O)c2ccc(=O)[nH]c2)n1)NCc1ccco1,i,0.075,27
CCCNC(=O)C(=O)NCCC1CCCCN1S(=O)(=O)c1cc(C)ccc1C (configuration not stated),i,0.044,56
COCCNC(=O)Cc1ccc(NS(=O)(=O)c2cc(C)c(C)cc2C)cc1,i,0.055,37
O=C(NCc1ccc(F)cc1)C(=O)NCC1CCN(C(=O)COc2ccccc2)CC1,i,0.088,60
Cc1c(C)c(C)c(S(=O)(=O)NCC(c2cccn2C)N2CCCC2)c(C)c1C (configuration not stated),i,0.09,46

Filtered by structure, the entries above with an NH in an aromatic ring.
molecule,GluA2 TARP mod,GluA2 TARP mod agonism max-min,GluA2 TARP mod glutamate slope
Cc1ccc(C)c(NC(=O)Cc2csc(NC(=O)c3ccc(=O)[nH]c3)n2)c1,i,0.056,34
CCCCc1nc(C(N)=O)c2[nH]c(=O)n(-c3ccc4c(c3)OCO4)c2n1,i,0.043,49
O=C(Nc1ccccc1C(F)(F)F)N1CCC(c2nc3ccccc3[nH]2)CC1,i,0.06,63
COc1ccc(CCn2c(SCCC(C)C)nc3c2c(=O)[nH]c(=O)n3C)cc1,i,0.096,59
O=C(Cc1csc(NC(=O)c2ccc(=O)[nH]c2)n1)NCc1ccco1,i,0.075,27

Shown with values ahead of the structure: entries from further up
GluA2 TARP mod	GluA2 TARP mod agonism max-min	GluA2 TARP mod glutamate slope	canonical_smiles
i	0.074	55	Cn1cccc1C(CNS(=O)(=O)c1ccc(F)cc1)N1CCOCC1 (configuration not stated)
i	0.082	33	CCC(=O)Nc1sc2c(c1-c1nc3ccccc3s1)CCCC2
i	0.075	27	O=C(Cc1csc(NC(=O)c2ccc(=O)[nH]c2)n1)NCc1ccco1
i	0.044	56	CCCNC(=O)C(=O)NCCC1CCCCN1S(=O)(=O)c1cc(C)ccc1C (configuration not stated)
i	0.055	37	COCCNC(=O)Cc1ccc(NS(=O)(=O)c2cc(C)c(C)cc2C)cc1

Carrying on:
molecule,GluA2 TARP mod,GluA2 TARP mod agonism max-min,GluA2 TARP mod glutamate slope
COC(=O)c1ccc(C(=O)Nc2ccc(CC(=O)NCc3cccs3)cc2)cc1,i,0.092,53
CC(C)N1CCc2c(sc(NC(=O)c3ccnn3C)c2-c2nc3ccccc3s2)C1,i,0.15,65
Cc1nnc2ccc(OCCNS(=O)(=O)c3cccc(C(F)(F)F)c3)nn12,i,0.084,46
Cc1ccc(N2CC(C)Cn3c2nc2c3c(=O)n(CC(N)=O)c(=O)n2C)cc1C (configuration not stated),i,0.096,71
COc1ccc(N2C(=O)C3N=NN(CC(=O)Nc4ccc(C)cc4)C3C2=O)cc1OC (configuration not stated),i,0.1,57
Cc1ccc(S(=O)(=O)N(C)CC(O)Cn2nc(C)cc2C)cc1 (configuration not stated),i,0.084,51
Cc1nc(-c2cccc(NC(=O)Cc3csc(-n4cccc4)n3)c2)cs1,i,0.11,66
NC(=O)Cc1ccc(NC(=O)c2ccccc2C(F)(F)F)cc1,i,0.074,44
O=c1c(Oc2ccccc2Br)c(C(F)(F)F)oc2cc(O)ccc12,i,0.19,45
COC(=O)c1cc(C)sc1N1C(=O)CC(Sc2ccccc2C(=O)O)C1=O (configuration not stated),i,0.096,45
Cc1cc([N+](=O)[O-])ccc1NC(=O)C(=O)Nc1cccc(C)c1C,i,0.13,59
COc1cccc(C(=O)NCCS(=O)(=O)N(C)C2CCCCC2)c1,i,0.079,59
O=C(Cc1cccc2ccccc12)Nc1ccc(N2CCCC2=O)cc1,i,0.095,50
COc1ccc(CNC(=O)CCCn2c(=S)[nH]c3ccc(Br)cc3c2=O)cc1,i,0.12,85
Cc1cc(NC(=O)c2cccs2)n(-c2nc3c(cnn3-c3cccc(Cl)c3)c(=O)[nH]2)n1,i,0.14,45
Cc1csc(C(=O)NCC#CCN2CCc3ccccc3C2)c1,i,0.043,61
COc1cccc2cc(C(=O)Oc3ccc(Cl)c4ncccc34)c(=O)oc12,i,0.13,68
Cc1onc(-c2ccccc2Cl)c1C(=O)NCC1(c2ccccc2)CCOCC1,i,0.064,62
CCOCC(=O)NCCOc1ccc2nnc(-c3ccc(F)cc3)n2n1,i,0.11,49
Cc1nnsc1C(=O)N(CC1CCCO1)c1nc2c(Cl)cccc2s1 (configuration not stated),i,0.054,51
CNc1nn(CC(=O)Nc2ccc(Cl)cc2)c(N)c1-c1nc(-c2ccc(C)cc2)no1,i,0.14,49
CC(C)N1CCC(CNC(=O)Cc2cccc3ccccc23)CC1,i,0.057,51
O=C(Nc1ccc(SCC(=O)N2CCCc3ccccc32)nn1)c1cccs1,i,0.086,37
O=C(CC1CCCC1)Nc1nc(CSCc2ccc(F)cc2)cs1,+,0.18*,62*
COc1ccc(S(=O)(=O)Nc2ccc(C)c(N3CCCC3=O)c2)cc1F,i,0.087,43
COc1ccccc1-n1ccn(Cc2nc(-c3ccc(C(C)(C)C)cc3)no2)c(=O)c1=O,i,0.077,61
CC(C)NC(=O)c1nsc(C(=O)NC(C)c2ccccc2)c1N (configuration not stated),i,0.1,67
O=C(NCC1CCCO1)C(=O)Nc1cccc(N2CCCCC2=O)c1 (configuration not stated),i,0.056,38
COc1ccc(C2(CNC(=O)c3cccc(N(C)C)c3)CCCC2)cc1,i,0.072,40
CC(=O)Nc1ccc(OC(=O)N2c3ccccc3Sc3ccccc32)cc1,i,0.13,46

(next part)
molecule,GluA2 TARP mod,GluA2 TARP mod agonism max-min,GluA2 TARP mod glutamate slope
CC(C)NCC(O)COc1ccc2ccccc2c1 (configuration not stated),i,0.06,75
COc1cc(/C=C2\SC(=S)N(c3ccc(C(=O)O)c(O)c3)C2=O)ccc1O,+,0.048*,47*
COc1cn(-c2ccc(F)cc2)nc1C(=O)Nc1ccc(C(N)=O)cc1,i,0.2,67
Cc1ccc(C(=O)N2CCN(c3ccc(Nc4cccnc4)nn3)CC2)cc1C,i,0.24,52
Cc1cccc(Cn2c(-n3nc(C)cc3C)nc3c2c(=O)n(CC(N)=O)c(=O)n3C)c1,i,0.047,45
O=C(Nn1cnc2c(cnn2-c2ccccc2)c1=O)c1ccc([N+](=O)[O-])cc1,i,0.078,61
CCNC(=O)Cc1cc(-c2ccc(OC)c(OC)c2)on1,i,0.06,41
CS(=O)(=O)N1CCN(C(=O)C2CC(=O)c3ccccc32)CC1 (configuration not stated),i,0.14,51
COCCn1c(C(CNc2cccc(C)c2)CC(=O)O)nc2ccccc21 (configuration not stated),i,0.078,55
CCN1CCc2c(OCC(=O)N3CCC(C)CC3)cccc2C1=O,i,0.041,60
O=C(CCCS(=O)(=O)c1ccc(Cl)cc1)Nc1nc2c(s1)CCc1ccccc1-2,i,0.091,56
O=C(NCCn1nc(-c2cccnc2)ccc1=O)c1cccs1,i,0.088,57
Cc1ccc(N2CCn3c2nn(CC(=O)Nc2cccc(C)c2C)c(=O)c3=O)cc1,i,0.071,35
Cc1nn(-c2nc(C)c(C)c(=O)[nH]2)c(C)c1CCC(=O)Nc1ccc(F)c(F)c1,i,0.11,49
CC(O)(CNS(=O)(=O)c1ccc(Cl)s1)c1ccc2c(c1)OCO2 (configuration not stated),i,0.15,63
